# High-throughput results deposited in PubChem BioAssay by National Center for Advancing Translational Sciences (NCATS).
# BRCA1 expr up = activators of BRCA1 expression; MCF7-BRCA1-FFLuc reporter, luminescence, 48 h; response scale: scaled: vehicle 0%, 10 µM genistein 100%; Potency, µM (titrated, usually from 46.1 µM), without a hit: top-dose activation, usual class: activators; actives 1.1% (n = 380,000); active = well fitted activation curve with a large enough effect; inconclusive = small, poorly fitted or top-dose-only effect; inactive = no such curve, though single readings can be large or run the other way; note: potency is the fitted concentration of half-maximal effect; nearly all actives have a fitted effect of over 80% in size; some results filed as inactive show a strong effect at the top dose
#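 Luminescence from a BRCA1-driven firefly luciferase in MCF7 cells was read after 48 h compound exposure at 37 C. Data normalized against DMSO and a 10microM genistein activation control, then curve-fitted across the titration.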
# Giardia killer = kills Giardia lamblia; Giardia lamblia trophozoite viability; activity change, % at 7.66 µM, hits read low; actives 0.15% (n = 340,000); in the data active = activity change below about -80%; inconclusive = between about -30% and that limit;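 note: parasites exposed to compound for two days anaerobically before the ATP read; % is set by controls: 0 for no effect and ±100 for the full control effect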
#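 Media and compound were dispensed first, then trophozoites at 100 cells/well; plates sat 48 hrs at 37 deg C without oxygen before ATP luminescence reagent was added and read after 15-30 min at room temperature.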
# * hit, by the source's call; ? = inconclusive; [ ] = another dose, or the depositor's remark.
# Values run as follows: BRCA1 expr up, Giardia killer
Cc1ccc(-c2cc(C(=O)N3CC4(C)CC3CC(C)(C)C4)no2)cc1 (centres undefined)
 : -13%, 4
COc1cccc(NC(=O)CN(C)C(=O)c2ccc(NC(=O)CC3SC(N4CCCC4)=NC3=O)cc2)c1 (centres undefined)
 : -8%, 26
COC(=O)C1=C(CCc2ccccc2)NC(=O)NC1c1ccc([N+](=O)[O-])cc1 (centres undefined)
 : -5%, 13
CN(C(=O)c1cccc(NC(=O)Cc2ccc(NC(=O)C3CCCN(C(=O)C4CCCC4)C3)cc2)c1)C1CC1 (centres undefined)
 : -29%, -9
CC1(C)CC(=O)C2=C(C1)NC(Nc1nc3ccccc3o1)=NC2c1cccnc1 (centres undefined)
 : -6%, -1
O=[N+]([O-])c1ccc(NC(c2ccccc2)c2ccc3cccnc3c2O)cc1 (centres undefined)
 : -88%, 11
N#CC1=C(N)OC2=C(C(=O)CCC2)C1Cc1ccccc1 (centres undefined)
 : -22%, -16
Nn1c(-c2cccc(O)c2)nnc1-c1cccc(O)c1
 : -31%, 7
O=C(NC1CC1)c1cccc(NC(=O)C2CCCC2)c1
 : -4%, -4
Cc1cccc(OCCn2c(CCNC(=O)C3CCCCC3)nc3ccccc32)c1
 : -20%, 18
CC(=O)Oc1c(C(C)C)cc(N(C(C)=O)c2ccccc2)cc1C(C)C
 : -5%, 1
CCC1(CC)SCCNC1=O
 : -12%, -3
CCOc1ccc(CCNC(=O)c2cc(-c3ccccc3)c(N3CCOCC3)s2)cc1
 : -37%, -2
CC(=O)Nc1ccc2c(c1)C(=Nc1ccc(C)cc1)c1ccccc1-2
 : 41%, -13
CC=Cc1cc(OC)c2c(c1)C(C)C(c1ccc(O)c(OC)c1)O2 (centres undefined)
 : -11%, -13
CC(=O)Nc1ccc(NC(=O)C2CCN(c3c(Cc4ccccc4)c(C)nc4ncnn34)CC2)cc1
 : 0%, -8
CC12C=CC(=O)C=C1CCC1C3CCC(O)(C(=O)CO)C3(C)CC(O)C12F (centres undefined)
 : -26%, 6
COc1ccc(C#Cc2c(-c3ccsc3)oc3ccc(-c4cc(OC)c(OC)c(OC)c4)cc23)cc1
 : 16%, 0
O=C(NOCc1ccccc1)OCc1ccccc1
 : 11µM*, 21
O=C(CC1(O)CCCCC1)OC1CCCC1
 : 0%, -8
O=C1Nc2c(Cl)cc(Cl)cc2C1=O
 : -83%, -11
CC(=O)C1CCC2C3CC(C)C4(O)CC(=O)CCC4(C)C3C(O)CC12C (centres undefined)
 : -7%, 6
COC(=O)C1N2C(=O)[C@@H](NC(=O)COc3ccccc3)[C@H]2SC1(C)C (some centres undefined)
 : 20%, -8
CC1(C)Cc2nc3[nH]c(=S)n(-c4ccccc4)c(=O)c3cc2CO1
 : 18%, -19
CCSc1nsc(NC(=O)Nc2ccccc2Cl)n1
 : -20%, -19
COc1ccccc1S(=O)(=O)Cc1ccc(C(=O)NCCN(C)C)o1
 : 7%, -8
C#CC(C)(O)C1CC(CC(=O)O)C1(C)C (centres undefined)
 : -40%, -12
OC[C@H]1O[C@@](CO)(O[C@H]2O[C@H](CO)[C@@H](O)[C@H](O)[C@H]2O)[C@@H](O[C@H]2O[C@H](CO)[C@@H](O)[C@H](O)[C@H]2O)[C@@H]1O
 : 2%, -13
O=c1[nH]c(NCCO)c(N=Cc2ccccc2)c(=O)[nH]1
 : -16%, 1
COc1cccc(CN(C)CC(=O)Nc2cccc(S(=O)(=O)N(C)c3ccccc3)c2)c1OC
 : -36%, -1
CN(C(=O)c1ccc(NC(=O)Cc2ccc(NC(=O)C3CCCN(C(=O)C4CCCCC4)C3)cc2)cc1)C1CCCC1 (centres undefined)
 : 13%, -27
c1ccc(-n2c(Cc3cccnc3)nc3cnccc32)cc1
 : 3%, 17
CCOc1ccc2nc3cc(N=Nc4ccc(N)nc4N)ccc3c(N)c2c1
 : -90%, -8
COc1ccc(NC(=O)CN2CCc3ccccc3C2)cc1
 : 37%, -21
CC1CN(C2CCCCC2)C(=S)NC1=O (centres undefined)
 : -24%, 2
CC(C)(C)OC(=O)N(CCc1ccccc1)Cc1ccccc1OCc1cccc(NC(=O)C2CC2)c1
 : -43%, 31[activator]
COc1ccc(CCc2cc(OC)c(OC)c(OC)c2)cc1
 : -74%, -9
C=CCOc1ccc(/C=N/n2nnnc2N)cc1OC
 : -18%, 2
O=C1NN=C(c2ccccc2)C1Cc1ccccc1 (centres undefined)
 : 0%, -30
Oc1ccc2ccccc2c1CN1CC2CCC(CC2)C1
 : 0%, 12
Cc1nc2[nH]c(=S)[nH]c(=O)c2nc1C
 : -3%, 19
O=C(NCc1ccc(C(F)(F)F)cc1)c1ccc2c(c1)S(=O)(=O)c1ccccc1C2=O
 : 0%, 7
O=S(=O)(c1ccc(Br)cc1F)N1CC[C@H](O)C1
 : 17%, 2
CCCCn1c(N)c(N(Cc2ccccc2OC)C(=O)CSCC(=O)Nc2ccc(C)cc2)c(=O)[nH]c1=O
 : -18%, 24
CCOC(=O)/C=C1/SCC(=O)N1CC(=O)c1ccc[nH]1
 : 1%, -18
COc1ccc(C2C3=C(CC(C)(C)CC3=O)Oc3ncn4nc(-c5cccnc5)nc4c32)cc1 (centres undefined)
 : 0%, 8
CN1CCN(C(=O)OCCOCCOC(=O)N2CCN(C)CC2)CC1
 : 16%, -11
Cc1ccc(S(=O)(=O)N2CCN(c3nc(-c4ccccc4)nc4ccccc34)CC2)cc1
 : -16%, 11
CCN1C(C)=CC(=O)[C@@H](O)[C@H]1c1ccccc1Br
 : 0%, 38[activator]
O=C(NCc1ccccn1)C1CC(=O)N(C2CCCC2)C1 (centres undefined)
 : -9%, 15

# New compounds follow:
# Values run as follows: BRCA1 expr up, Giardia killer
Cc1ccc(C(=O)N/C(=C/c2ccc(-c3ccc([N+](=O)[O-])cc3)o2)C(=O)NCCCN(C)C)cc1
 : -25%, -11
OCC[C@H]1C[C@H](O)[C@@H](O)[C@@]2(CCCO2)O1
 : 5%, -3
Cn1c(=O)[nH]c(NCCc2ccc(O)cc2)c([N+](=O)[O-])c1=O
 : -1%, 9
COCCNC(=O)C1CC(=O)N(c2ccc(F)c(Cl)c2)C1 (centres undefined)
 : 3%, -10
CCOC(=O)CNC(=O)C1(NC(=O)CNC(=O)OCc2ccccc2)CCCC1
 : 14%, 9
O=C1NC(c2cccc3ccccc23)Nc2ccccc21 (centres undefined)
 : -74%, 1
Fc1cccc(CSc2ncnc3c2ncn3C2CCCCO2)c1 (centres undefined)
 : ?, 2
CN(C(=O)c1ccc(NC(=O)Cc2cccc(NC(=O)C3CCN(C(=O)C4CCCC4)CC3)c2)cc1)C1CC1
 : 51%, -1
COc1ccc(C(c2nnnn2CS(=O)(=O)c2ccc(C)cc2)N2CCN(Cc3ccccc3)CC2)cc1 (centres undefined)
 : -64%, -13
CCOC(=O)C(Cc1ccnc2ccccc12)=NO
 : -22%, 15

# Complete entries as entered above:
# `Fc1cccc(CSc2ncnc3c2ncn3C2CCCCO2)c1` (centres undefined) reads BRCA1 expr up: ?; Giardia killer: 2
# `Cc1ccc(C(=O)N/C(=C/c2ccc(-c3ccc([N+](=O)[O-])cc3)o2)C(=O)NCCCN(C)C)cc1` reads BRCA1 expr up: -25%; Giardia killer: -11
# `O=C1NC(c2cccc3ccccc23)Nc2ccccc21` (centres undefined) reads BRCA1 expr up: -74%; Giardia killer: 1

# (continued)
# Values run as follows: BRCA1 expr up, Giardia killer
CCOc1ccc(N2C(=O)C(C)CNC2=S)cc1 (centres undefined)
 : -19%, -14
O=S(=O)(c1cccc(Br)c1)N1CCN(c2nc(-c3cccs3)nc3ccccc23)CC1
 : 17%, -10
N#Cc1nnn2c1nc(N)c1c(F)cccc12
 : 0%, 11
O=C([C@@H]1CC=C[C@@H]2CCN(C3CC3)C(=O)[C@@H]21)N1CCN(c2ccccc2)CC1
 : 0%, -23
COc1ccc2cc(C#N)c(SCC(=O)OCc3ccccc3)nc2c1
 : 7%, 15
Clc1nc(Cl)c2ncn(-c3ccccc3)c2n1
 : -50%, -10
O=C(CSc1ccc2nnc(-c3ccc(F)cc3)n2n1)N1CCOCC1
 : 3%, -6
O=C(Nc1ccc2c(c1)Cc1ccccc1-2)c1ccccc1F
 : ?, -1
O=C1C(=Cc2ccco2)CCCC1=Cc1ccco1
 : 72%, 17
C[n+]1c(-c2ccccc2)sc([S-])c1-c1ccccc1
 : 13%, 10
O=S(=O)(CCNCCc1ccccc1)NCc1ccccc1
 : 26%, 14
O=C(Nc1ncccn1)c1ccc([N+](=O)[O-])cc1[N+](=O)[O-]
 : -14%, ?
CC(CN1CCN(CC(C)C(=O)c2ccccc2)CC1)C(=O)c1ccccc1 (centres undefined)
 : -14%, 6
CN(Cc1cccc(Cl)c1Cl)C(=O)c1ccccc1SCC(=O)N1CCCC1
 : -23%, -10
CCN(CC(=O)Nc1c(F)cccc1F)C(=O)C1CCN(S(=O)(=O)c2ccccc2C(=O)OC)CC1
 : 6%, 1
Cc1csc(NC(C)c2nc3cc(C(F)(F)F)ccc3n2CCOCCO)n1 (centres undefined)
 : -16%, -8
Nc1ccc2c3c(cccc13)-c1ccccc1-2
 : 3%, 20
CCc1nc(SCc2cc(=O)[nH]c3ccccc23)c2c(C)c(C)sc2n1
 : -1%, 10
O=C(C=Cc1ccco1)N1CCOCC1
 : 0%, -10
CC(C)(C)c1ccc(OCC(O)CNC(=O)c2ccccc2C(=O)O)cc1 (centres undefined)
 : 50%, -2
CCOCCOC(=O)c1ccc(NC(=O)c2cc3ccccc3o2)cc1
 : 39%, -19
CC(C)(C)Oc1ccccc1Nc1nc(NCCO)nc(N2CCCC2)n1
 : -30%, -3
O=C(O)c1cc(O)ccc1O
 : -10%, 3
CN(C)/N=C/C=C1\CC/C(=C\c2ccc(F)c(F)c2)C1=O
 : 14%, 7
Oc1[nH]c2ccccc2c1N=Nc1ccccc1Cl
 : 1%, -13
CCOC(=O)C(C)Sc1nc(N2CCOCC2)c2c(c1C#N)CC(C)(C)OC2 (centres undefined)
 : -5%, 8
O=C1c2ccccc2S(=O)(=O)N1CCCN1C(=O)c2ccccc2S1(=O)=O
 : 5%, -10
O=C1C=Cc2cccc3ccc(O)c1c23
 : -56%, -5
NC(=O)C1(N2CCCCC2)CCN(C(=O)CSc2nc3ccccc3o2)CC1
 : 3%, -1
C/C(=N\Nc1ccccn1)c1ccc(Br)s1
 : -12%, -26

# Not a retest: an excerpt of the list.
# Values run as follows: BRCA1 expr up, Giardia killer
CCOCCOC(=O)c1ccc(NC(=O)c2cc3ccccc3o2)cc1
 : 39%, -19
CC(C)(C)Oc1ccccc1Nc1nc(NCCO)nc(N2CCCC2)n1
 : -30%, -3

# The listing continues.
# Values run as follows: BRCA1 expr up, Giardia killer
O=C(c1ccc2c(=O)n3c(nc2c1)CCC3)N1CCN(S(=O)(=O)c2ccccc2Br)CC1
 : 1%, -14
Cc1cc(-c2ccc3c(c2)COc2c4ccccc4nn2-3)on1
 : ?, -16
NS(=O)(=O)c1ccc(NC(=O)c2cccc3cc4ccccc4nc23)cc1
 : 18%, 28
CC(=NNc1ccc([N+](=O)[O-])cn1)c1ccccc1
 : 10µM*, -11
COc1cc(C2(c3ccc(O)c(OC)c3)C(=O)Nc3c(Br)cc(Br)cc32)ccc1O
 : 0%, 5
O=C(Nc1ccc([N+](=O)[O-])cc1)NN1CCCCCC1
 : -36%, -3
Cc1ccc(CSC2=NS(=O)(=O)c3ccccc32)cc1
 : -19%, -10
COc1cc(C(=O)N2CCC(N3CCCCCC3)CC2)cc(OC)c1OC
 : -16%, -7
COC(=O)C1=NNC(C(=O)OC)C1c1ccccc1 (centres undefined)
 : -15%, -1
COc1cc(OC)cc(C(=O)NC(C(=O)NNC(=O)CN(C)S(=O)(=O)c2ccc(C)cc2)C(C)C)c1 (centres undefined)
 : 8%, ?
CN(CCc1ccccc1)C(=O)c1ccc(NC(=O)Cc2ccc(NC(=O)C3CCCN(C(=O)C4CCCCC4)C3)cc2)cc1 (centres undefined)
 : -14%, -2
COc1cc(C(C)=O)ccc1OCc1cn(CC(=O)c2ccc(O)cc2)nn1
 : 0%, -8
CCOC(=O)C1(Cc2ccccc2C#N)CCCCC1=O (centres undefined)
 : -22%, 3
CC1=C(C(=O)OCC2CCCCC2)C(c2ccccc2F)NC(=O)N1 (centres undefined)
 : -14%, -16
O=S(=O)(O)c1ccc2c(c1)C(C(Cl)(Cl)Cl)OC(C(Cl)(Cl)Cl)O2 (centres undefined)
 : -2%, -22
O=C1C2C3C=CC(C4CC34)C2C(=O)N1CCCCN1CCN(c2ccc(F)cc2)CC1 (centres undefined)
 : -27%, 4
COc1ccc(C)cc1NS(=O)(=O)c1ccccc1
 : 28%, 1
O=C1NC(c2ccccc2)Cc2ccncc21 (centres undefined)
 : -6%, -5
NC(N)=NN=C(c1ccc(F)cc1)c1ccc(C(F)(F)F)cc1
 : -91%, 5
Cc1cc(O)c(Sc2ccc(Cl)cc2)c(=O)[nH]1
 : -3%, -7
CC(C)=CCc1c(O)ccc(C2COc3c(CC=C(C)C)c(O)cc(O)c3C2=O)c1O (centres undefined)
 : -8%, -2
CCOC(=O)CNC(=O)C(Cc1ccccc1)NS(=O)(=O)c1ccc2c(c1)CCC(=O)N2 (centres undefined)
 : 8%, -12
CC(=NNC(=S)N1CCN(C2CCCCCC2)CC1)c1ccccn1
 : ?, 4
O=C(O)CC(CC(=O)O)n1cccc1
 : -11%, -9
CCOc1ccccc1CNn1cnnc1
 : 19%, -17
CCN(CC(=O)Nc1c(F)cccc1F)C(=O)c1ccc(=O)n(C)n1
 : 4%, 1

# These rows are one share of the data; count on the stated rates, not on these rows.
